DNMT1 inh: human DNMT1 methyltransferase inhibitors, primary screen, biochemical, molecular beacon, fluorescence, HinP1I cleavage, uHTS; DNA (cytosine-5)-methyltransferase 1 (Homo sapiens), P26358; inhibition (reported as % activation of signal), % at 10 µM; 0.83% of 360,000 active; in the data active means inhibition above about 50%
Tb MetRS inh: T. brucei MetRS inhibitors, primary screen, biochemical, luminescence; 0.4% of 360,000 active; inhibition, % at 11.9 µM; methionyl-tRNA synthetase (Trypanosoma brucei brucei); AID 624268, 2012; purified T. brucei MetRS, ATP depletion, Kinase-Glo luminescence;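 active means inhibition above a per-plate cutoff of the control wells' mean inhibition plus 3 SD, cut at about 5.5% in these data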;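 further: 0% = DMSO wells median and 100% = median of wells with control inhibitor compound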
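Material: parasite MetRS enzyme / Replication: singlicate, one well per compound / Signal: luminescence of leftover ATP / Schedule: 2 h aminoacylation at 25 °C after 15 min preincubation / Medium: HEPES-MgCl2-KCl buffer plus DTT, spermine, BSA, pyrophosphatase / Doses: 11.9 µM single point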
MsrA inh: bovine MsrA enzyme inhibitors, primary screen, biochemical, absorbance, HTS; Methionine sulfoxide reductase A (Bos taurus); inhibition, % at 15.5 µM; purified bovine MsrA, absorbance read-out; 0.75% of 360,000 active; in the data active means inhibition above about 4.5%;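 further: 0% = vehicle wells with enzyme and 100% = reference inhibitor wells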
Scp-1 inhibitor: Scp-1 phosphatase inhibitors, primary screen, biochemical, colorimetric, uHTS; Carboxy-terminal domain RNA polymerase II polypeptide A small phosphatase 1 (Homo …; Recombinant Scp1, phosphopeptide, malachite green phosphate absorbance; inhibition, % at 20 µM; 0.88% of 340,000 active;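 active means inhibition above about 50% at 20 µM, limit read from the data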;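 further: plate controls were DMSO wells with enzyme for no effect and wells lacking enzyme for full effect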
Target sequence (Q9GZU7 76-261 limits assumed): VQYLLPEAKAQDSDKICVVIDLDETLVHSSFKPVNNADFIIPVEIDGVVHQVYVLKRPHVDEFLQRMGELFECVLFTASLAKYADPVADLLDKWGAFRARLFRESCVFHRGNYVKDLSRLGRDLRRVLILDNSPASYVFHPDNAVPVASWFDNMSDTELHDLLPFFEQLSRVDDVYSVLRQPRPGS
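System: truncated SCP-1 phosphatase (76-261aa); medium: Tris acetate buffer pH 5.5 with MgCl2 and Tween-20; incubation: 45 min room-temperature reaction, 5 min colour, 30 min stabiliser; compound: single 20 µM dose, 1% DMSO; reagent: Phosphorylated 17-residue peptide substrate; read-out: % inhibition at 20 µM; technique: colorimetric free-phosphate detection, absorbance 630 nm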
STEP inh: STEP phosphatase inhibitors, primary screen, biochemical, fluorescence intensity, uHTS; recombinant STEP, OMFP fluorogenic substrate; inhibition, % at 20 µM; 0.25% of 360,000 active; AID 588621, 2011;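 active means inhibition at 20 µM, scaled per plate between control wells, above about 37%, limit read from the data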;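 further: 0% = DMSO with enzyme and substrate and 100% = substrate only without enzyme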
Target sequence (P54829 whole entry, looked up): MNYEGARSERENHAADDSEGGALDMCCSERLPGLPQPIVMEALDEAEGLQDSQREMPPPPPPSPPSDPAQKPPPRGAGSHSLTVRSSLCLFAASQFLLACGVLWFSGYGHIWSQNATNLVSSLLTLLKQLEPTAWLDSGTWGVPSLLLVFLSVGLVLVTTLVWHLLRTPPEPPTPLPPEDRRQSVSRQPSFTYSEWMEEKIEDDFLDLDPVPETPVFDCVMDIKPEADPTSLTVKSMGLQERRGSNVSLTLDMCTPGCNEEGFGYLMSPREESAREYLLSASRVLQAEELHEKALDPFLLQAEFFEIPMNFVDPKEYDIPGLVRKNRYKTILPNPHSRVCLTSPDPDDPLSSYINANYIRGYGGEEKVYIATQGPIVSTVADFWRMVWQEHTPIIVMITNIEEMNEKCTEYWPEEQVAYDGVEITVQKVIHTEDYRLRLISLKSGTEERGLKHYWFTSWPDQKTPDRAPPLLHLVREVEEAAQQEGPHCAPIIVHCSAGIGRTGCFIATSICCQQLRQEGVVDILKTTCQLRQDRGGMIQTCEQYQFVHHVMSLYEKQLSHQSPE
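Material: STEP (striatal-enriched tyrosine phosphatase) enzyme, cell-free; Compound dosing: 20 µM single dose in 1% DMSO; Technique: fluorescence read at 480 nm ex / 540 nm em; Times: reaction 20 min, ambient temperature; Medium: 50 mM Bis-Tris pH 6.0 with 2.5 mM DTT and 0.005% Tween 20; Also added: OMFP at 25 µM.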
CendR NRP1 mod: modulators of CendR peptide binding to NRP-1, primary screen, biochemical, fluorescence polarization, uHTS | Neuropilin-1 (Homo sapiens), O14786 | FAM-RPARPAR peptide binding to NRP-1 | inhibition, % at 25 µM | 0.85% of 360,000 active;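 active means inhibition or corrected inhibition above about 18%, plus a signal ratio from 0.5 to 1.5, limit read from the data, passing the limit was not always enough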; further: strong numbers were not always called active
LMPTP inh: LMPTP phosphatase inhibitors, primary screen, biochemical, fluorescence intensity, uHTS; Low molecular weight phosphotyrosine protein phosphatase (Homo sapiens), P24666; recombinant LMPTP-A, OMFP fluorogenic substrate; inhibition, % at 20 µM; 0.22% of 360,000 active; AID 651560, 2012;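 active means compounds that cut the enzyme signal by at least half of the control window in the single-dose screen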;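 further: plate controls were DMSO wells with enzyme plus substrate for no effect and substrate without enzyme for full effect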
Target sequence (P24666 whole entry, looked up): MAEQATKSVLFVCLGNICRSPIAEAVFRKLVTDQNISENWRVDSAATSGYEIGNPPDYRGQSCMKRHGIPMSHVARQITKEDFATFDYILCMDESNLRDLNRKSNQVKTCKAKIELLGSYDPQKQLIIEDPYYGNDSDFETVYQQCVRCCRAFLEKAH
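Material: LMPTP-A; amount: 0.625 nM enzyme; doses: single 20 µM dose; times: reaction 50 min, room temperature, dark; technique: fluorescence intensity of OMFP turnover product; benchmarks: no-enzyme and uninhibited controls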
SUMO1 PPI mod: modulators of SUMO1 protein-protein interactions, primary screen, biochemical, uHTS; 0.33% of 360,000 active; inhibition, % at 20 µM; SUMO1 binding to a labelled peptide, TR-FRET, 1 h; Small ubiquitin-related modifier 1 (Homo sapiens), P63165; in the data active means inhibition above about 37%
Target sequence (P63165 whole entry, looked up): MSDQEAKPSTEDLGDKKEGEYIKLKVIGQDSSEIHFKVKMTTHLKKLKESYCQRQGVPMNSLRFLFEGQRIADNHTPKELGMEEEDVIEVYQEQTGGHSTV
MsrA act: bovine MsrA enzyme activators, primary screen, biochemical, absorbance, HTS. Methionine sulfoxide reductase A (Bos taurus). purified bovine MsrA, absorbance read-out. activation, % at 10.6 µM. 0.3% of 360,000 active. AID 602163, 2012; in the data active means activation above about 7.5%;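 further: 0% = vehicle and 100% = reference activator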
E coli Lon inh: inhibitors of E. coli Lon protease, primary screen, biochemical, fluorescence polarization; AID 602123, 2011; P0A9M0; 0.42% of 360,000 active; inhibition, % at 7.94 µM; purified E. coli Lon protease; in the data active means inhibition above about 13%, passing the limit was not always enough;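 further: 0% = enzyme with probe and DMSO and 100% = no enzyme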
Starred values were filed as active, the others as inactive; x = no result given.

DNMT1 inh | Tb MetRS inh | MsrA inh | Scp-1 inhibitor | STEP inh | CendR NRP1 mod | LMPTP inh | SUMO1 PPI mod | MsrA act | E coli Lon inh | SMILES
0 | -0.8 | 0.3 | -4 | 0 | 11 | 0.0 | 1 | 1 | 3 | CCC(C)(C)NC(=O)C(c1ccc(C)cc1)N(CC1CCCO1)C(=O)CCC(=O)Nc1ccccn1 (centres undefined)
-1 | 0.8 | -0.5 | -8 | -2 | 1 | -0.5 | -1 | 0 | -8 | Cc1ccc(C)c(S(=O)(=O)NCC(=O)NCc2ccco2)c1
-2 | -0.9 | -0.2 | -7 | -2 | -5 | 2.6 | 3 | -7 | -4 | COc1ccccc1N1CCN(CCC(=O)Nc2cccc(Cl)c2)CC1
2 | 0.0 | -1.3 | 37 | -1 | 1 | -1.2 | -1 | -3 | -8 | CC(=O)N1CSCC1C(=O)NNS(=O)(=O)c1cccc(C(F)(F)F)c1 (centres undefined)
-6 | -0.4 | -1.1 | -8 | -2 | 2 | 0.9 | 3 | -3 | 5 | O=S(=O)(Nc1ccc2nc(N3CCOCC3)sc2c1)c1ccc(Cl)cc1
7 | -0.6 | -0.1 | -2 | -1 | -13 | 3.7 | 2 | -3 | -4 | COc1ccccc1Nc1nc(-c2ccccc2O)nc2ccccc12
0 | -0.3 | -1.1 | -6 | 8 | -1 | -2.5 | -2 | 0 | 4 | CCCCn1nnnc1NCc1ccc(C)s1
-2 | -0.3 | -1.6 | -6 | 1 | -11 | 0.6 | 6 | -2 | 0 | CC(C)(Oc1ccc(Cl)cc1)C(=O)OCC(=O)N1CCN(c2ccccc2)CC1
-5 | -0.2 | -0.7 | -10 | 2 | -5 | 0.2 | 2 | -1 | -2 | Cc1ccc2cc(CCNC(=O)c3cc4ccccc4o3)c(=O)[nH]c2c1C
-1 | -0.1 | 0.6 | -4 | 4 | -2 | -1.7 | -4 | -5 | 2 | CN1Cc2cc(C(=O)c3ccccc3O)cnc2NC1=O
1 | -0.8 | 0.0 | -4 | 0 | -5 | -2.1 | -2 | -2 | -7 | CCOC(=O)C1CCCN(C(=O)c2ccccc2SCCOC)C1 (centres undefined)
1 | 0.0 | 0.0 | -4 | 6 | -3 | -2.3 | -1 | 0 | -4 | CCC(C)(C)NC(=O)C(c1cccs1)N(CC1CCCO1)C(=O)Cn1nnc2ccccc21 (centres undefined)
0 | -0.3 | -0.7 | -3 | 0 | -5 | 1.0 | 3 | 0 | -6 | CC(Oc1ccc(Br)cc1)C(=O)Nc1ccc(N2CCOCC2)cc1N1CCOCC1 (centres undefined)
0 | -0.1 | 3.0 | -7 | 0 | 5 | 0.8 | 0 | -1 | -1 | N#CCOc1nc(N2CCCC2)nc(N2CCCC2)n1
1 | 0.1 | -0.8 | -7 | -3 | 5 | -1.2 | 5 | -4 | 0 | [N-]=[N+]=NC1CC(CO)OC1n1ccc(=O)[nH]c1=O (centres undefined)
-13 | 0.7 | 1.1 | -2 | 5 | 0 | 2.3 | 0 | -7 | -6 | Cc1ccccc1C(=O)N1CCN(c2ccc(NC(=S)NC(=O)c3ccco3)cc2)CC1
7 | -0.1 | 1.1 | -3 | -1 | 0 | -0.8 | -3 | -1 | 5 | CCN1C(=O)[C@H]2[C@@H](c3ccc(Cl)cc3)N3C(=O)CN(CCOC)C(=O)[C@@]3(Cc3ccccc3)[C@H]2C1=O
-9 | -0.1 | 0.0 | -3 | 0 | -6 | 1.1 | -3 | 0 | -8 | COC(=O)CCNC(=O)Cc1c(C)n(C(=O)c2ccc(Cl)cc2)c2ccc(OC)cc12
3 | -0.8 | -0.7 | -8 | 3 | 3 | -2.2 | 2 | -8 | -8 | CCCc1nnc(SCC(=O)N2CCCCC2)n1CCCOC
0 | -0.2 | -0.6 | 2 | 3 | 3 | 1.4 | -3 | -1 | 15 | COc1cccc(CNCC(O)(c2ccc(Cl)cc2)c2ccc(Cl)cc2)c1
-5 | -0.2 | -0.6 | -15 | -4 | -7 | 2.4 | 5 | -3 | 23* | Cc1ccc(NC(=O)COC(=O)c2ccc(Br)o2)cc1S(=O)(=O)N1CCCCC1
-3 | 0.5 | 2.2 | -9 | 6 | 3 | 3.1 | -6 | -3 | -6 | COc1ccc(C=O)cc1COc1ccc(C)cc1[N+](=O)[O-]
-3 | -0.5 | 2.0 | 5 | -2 | -44 | 1.1 | -19 | -3 | -20 | CCOc1ccc(-c2nc[nH]c2[N+](=O)[O-])cc1
0 | 0.4 | -0.4 | -1 | 1 | 9 | -1.3 | 3 | -2 | 21 | Cc1cccc(NC(=S)Nc2c(C)n(C)n(-c3ccccc3)c2=O)c1C
-3 | -0.7 | 1.4 | -5 | -4 | -5 | 0.0 | -7 | -4 | -7 | O=C(NCc1ccco1)C(=O)c1cn(CC(=O)N2CCCCCC2)c2ccccc12
-1 | -0.4 | 1.1 | -2 | 2 | 9 | 1.8 | -2 | -9 | 0 | CC(=O)Nc1ccc(C(=O)N/C(=C/c2ccccc2)C(=O)Nc2cccc(C(=O)O)c2)cc1
-2 | -0.5 | -0.1 | -3 | -3 | -1 | -1.2 | 1 | -3 | -5 | C[C@H](NC(=O)c1ccccc1Cl)C(=O)NCc1cccs1
-2 | 0.2 | 0.2 | -9 | 5 | -10 | 0.0 | 24 | -2 | -7 | Cc1ccc(C(=O)CSc2ccc(-c3ccncc3)nn2)cc1
1 | -0.2 | -0.5 | -2 | 2 | 8 | 3.5 | -3 | -2 | -2 | O=C(c1cc2ccccc2o1)N1CCN(c2cccc(Cl)c2)CC1
1 | 0.1 | -0.3 | -9 | 4 | -6 | -0.5 | 1 | -1 | 1 | O=C(c1cccnc1)N1CCN(CCCc2ccccc2)CC1
1 | 0.5 | 0.7 | -5 | -4 | -4 | 0.3 | 0 | -3 | -11 | Cc1ccc(C)c(N(C(=O)CNC(=O)c2ccco2)C(C(=O)NC2CCCCC2)c2cccnc2)c1 (centres undefined)
3 | -0.3 | 0.1 | -6 | -15 | 0 | -1.5 | 6 | 6 | -6 | CCOc1ccc(NC(=O)N2CCC(NC(=O)c3ccco3)CC2)cc1
-3 | 16* | 0.4 | -5 | 0 | -4 | -0.1 | -2 | -2 | -7 | COc1cccc(NC(=O)C(C#N)Cc2ccncc2)c1 (centres undefined)
-1 | 0.0 | 2.5 | -1 | -2 | -8 | -0.5 | -19 | -7 | -5 | CCNC(=O)c1sc(=S)n(-c2ccc(C)cc2)c1N
8 | 0.2 | 0.9 | -6 | -3 | -9 | 0.3 | -4 | -2 | 4 | O=C(/C=C/c1cccc(F)c1)N(c1ccccn1)C1CCCCC1
1 | 0.1 | -0.3 | -4 | 9 | 11 | -3.0 | -5 | 1 | -4 | Nc1nnn(Cc2ccccc2)n1
6 | 0.4 | -1.8 | -5 | 0 | 6 | -0.1 | -4 | -3 | 4 | O=C(NCc1ccco1)c1ccc2ccccc2n1
-1 | -0.1 | 1.6 | -3 | 2 | 11 | -0.5 | -8 | -5 | -3 | Cc1ccc(-c2nc(C)c(C(=O)O)s2)cc1
-15 | -1.0 | -0.2 | x | 1 | 19 | 0.1 | -13 | -6 | 2 | CN(CCc1ccccc1)c1cc2c(c3c1ccn3C)C1CCC2O1 (centres undefined)
24 | 1.2 | 3.6 | -6 | 0 | -12 | -0.9 | -5 | -2 | 4 | COc1ccc(C(=O)N/C(=C/c2ccco2)C(=O)NC2CCS(=O)(=O)C2)cc1 (centres undefined)
-1 | -0.1 | x | 3 | 1 | 0 | -1.3 | -1 | -4 | 3 | Cc1ccc(C)c(S(=O)(=O)Nc2ccc(-n3cnnn3)cc2)c1
-12 | -0.3 | -0.1 | -3 | 4 | -22 | 4.7 | 10 | -1 | 12 | O=C(Nc1nc(-c2ccccn2)cs1)c1cccc(S(=O)(=O)N2CCOCC2)c1
-1 | -0.8 | -0.6 | -7 | 1 | 6 | -0.7 | 1 | -7 | 2 | NC(=O)C1(C(N)=O)OC1c1ccc(Cl)cc1Cl (centres undefined)
3 | 0.4 | 0.6 | -10 | -1 | -5 | -0.9 | -17 | -5 | -5 | C=CCN1C(=O)C(C)(C)N(C(=O)c2cccc([N+](=O)[O-])c2)c2ccccc21
3 | -0.8 | 0.6 | 1 | 0 | 6 | 0.5 | 0 | -9 | 0 | CC(C)c1ccccc1NC(=S)NC(C)c1ccccc1 (centres undefined)
0 | 0.2 | 1.4 | 3 | -3 | 7 | 1.4 | -4 | -2 | 1 | CC1CCCCN1CCCNC(=O)c1nn(C)c2c1CS(=O)(=O)c1ccccc1-2 (centres undefined)

A different layout for part of the listing above.
smiles: CC1CCCCN1CCCNC(=O)c1nn(C)c2c1CS(=O)(=O)c1ccccc1-2 (centres undefined)
  DNMT1 inh: 0	Tb MetRS inh: 0.2	MsrA inh: 1.4	Scp-1 inhibitor: 3	STEP inh: -3	CendR NRP1 mod: 7	LMPTP inh: 1.4	SUMO1 PPI mod: -4	MsrA act: -2	E coli Lon inh: 1
smiles: O=C(Nc1nc(-c2ccccn2)cs1)c1cccc(S(=O)(=O)N2CCOCC2)c1
  DNMT1 inh: -12	Tb MetRS inh: -0.3	MsrA inh: -0.1	Scp-1 inhibitor: -3	STEP inh: 4	CendR NRP1 mod: -22	LMPTP inh: 4.7	SUMO1 PPI mod: 10	MsrA act: -1	E coli Lon inh: 12
smiles: NC(=O)C1(C(N)=O)OC1c1ccc(Cl)cc1Cl (centres undefined)
  DNMT1 inh: -1	Tb MetRS inh: -0.8	MsrA inh: -0.6	Scp-1 inhibitor: -7	STEP inh: 1	CendR NRP1 mod: 6	LMPTP inh: -0.7	SUMO1 PPI mod: 1	MsrA act: -7	E coli Lon inh: 2
smiles: CC(C)c1ccccc1NC(=S)NC(C)c1ccccc1 (centres undefined)
  DNMT1 inh: 3	Tb MetRS inh: -0.8	MsrA inh: 0.6	Scp-1 inhibitor: 1	STEP inh: 0	CendR NRP1 mod: 6	LMPTP inh: 0.5	SUMO1 PPI mod: 0	MsrA act: -9	E coli Lon inh: 0

Compounds as they come. About 4.3% of those tested had a hit in this group.
